# USP28 inh: inhibitors of human USP28 deubiquitinase; Q96RU2; purified USP28, Ub-rhodamine cleavage fluorescence, 30 min; inhibition, % at 25 µM; hit rate 3% among 47,000; AID 1645857
# USP7 block: human USP7 deubiquitinase inhibition; Q93009; purified USP7, Ub-rhodamine cleavage fluorescence; inhibition, % at 20 µM; hit rate 0.3% among 47,000
# UCHL1 inh: blocks human UCHL1 ubiquitin-rhodamine cleavage | P09936 | purified UCHL1, Ub-rhodamine cleavage fluorescence | inhibition, % at 20 µM | hit rate 0.2% among 47,000
# USP8 block: blocks human USP8 ubiquitin-rhodamine cleavage. P40818. AID 1645853. hit rate 4.2% among 47,000. purified USP8, Ub-rhodamine cleavage fluorescence, 30 min. inhibition, % at 20 µM
# USP30 inh: blocks human USP30 ubiquitin-rhodamine cleavage. hit rate 5.3% among 47,000. inhibition, % at 25 µM. purified USP30, Ub-rhodamine cleavage fluorescence
# OTUD3 inh: inhibitors of human OTUD3 deubiquitinase | Q5T2D3 | purified OTUD3, Ub-rhodamine fluorescence, 2 h | inhibition, % at 25 µM | hit rate 0.7% among 47,000 | AID 1645858
# USP17 block: inhibitors of human USP17 deubiquitinase | A8MUK1 | hit rate 6.5% among 47,000 | purified USP17, Ub-rhodamine cleavage fluorescence, 3 h | inhibition, % at 50 µM
# USP10 block: inhibitors of human USP10 deubiquitinase | Q14694 | purified USP10, Ub-rhodamine fluorescence, 60 min | inhibition, % at 20 µM | hit rate 1.1% among 47,000 | AID 1645856
# An asterisk follows results filed as active; i = inactive; · = no result given. Rule as the data show it: active = inhibition above about 30%; inactive = the rest. The order is random; overall some 13% were active at least once.
mol	USP28 inh	USP7 block	UCHL1 inh	USP8 block	USP30 inh	OTUD3 inh	USP17 block	USP10 block
Cc1ccc(CNC(=O)c2cnn(-c3ccc([N+](=O)[O-])cc3)c2C2CCNCC2)cc1	14	6	2	-179	44*	14	-28	0
CC(C)(C)c1ccc(C2Nc3ccccc3S(=O)(=O)N2Cc2ccccc2)cc1 (centres undefined)	3	4	-2	4	11	0	-1	6
CC(C)c1ccc(NCc2cc3cc4c(cc3[nH]c2=O)OCCO4)cc1	-242	-10	-9	-14	i	-191	-196	-8
CC(CNC(=O)CCC1=NS(=O)(=O)c2ccccc2N1)c1ccccc1 (centres undefined)	2	7	3	8	9	4	-1	2
Cc1cccc(C(=O)N[C@H](C(=O)Nc2ncc(C)s2)C(C)C)c1	-8	-4	1	0	-10	-13	-18	2
Cc1ccc(Cc2nc(-c3ccc(S(=O)(=O)N4CCOCC4)cc3)no2)cc1	-3	0	0	-20	1	-4	-5	-1
COc1cc(/C=C/C(=O)O)cc(OC)c1O	-1	1	0	-1	-10	3	-17	3
Cc1ccc(S(=O)(=O)Cc2ccc(C(=O)N3CCN(c4cccc(C)c4)C(C)C3)o2)cc1 (centres undefined)	-19	-12	-3	-2	-111	-15	-20	-1
Cc1ccc(C(=O)CCC(=O)N2CCCC(c3[nH]nc4nccnc34)C2)cc1C (centres undefined)	-183	-4	-8	-22	i	-170	-16	-5
Cc1cc(OCC(=O)Nc2ccc3c(c2)NC(=O)CO3)ccc1Cl	13	23	3	53*	14	7	10	45*
Cc1nccc(C(=O)N2CCCC3(C/C=C/Cc4ccccc4OCC(=O)NC3)C2)n1 (centres undefined)	-1	0	-3	-10	-2	2	-3	2
COc1ccc(CN2C(=O)CCC2(C)C(=O)NC2CCCC2)cc1OC (centres undefined)	-6	0	-3	0	-1	-6	-7	2
O=C(c1ccc2c(c1)OCO2)N1CCCCC1c1nncn1CC1CC1 (centres undefined)	3	-1	3	-95	11	7	-6	-1
O=C(Nc1cccnc1)c1c(O)c2cccc3c2n(c1=O)CCC3	2	3	0	0	-13	2	13	0
COc1ccccc1OCCNC(=O)c1nc(-n2cnnc2)ccc1Br	0	0	0	-3	-12	-4	0	-2
COc1cccc(CNC(=O)CN2C(=O)c3ccccc3C2c2cn(C)c3ccccc23)c1 (centres undefined)	12	0	4	6	15	6	·	0
Cc1ccc(N(C)C(=O)CCn2cnc3ccccc3c2=O)cc1	-6	-4	-1	-4	-5	2	-3	1
Cc1ccc(CN(C(=O)COc2ccc([N+](=O)[O-])cc2)C2CCS(=O)(=O)C2)o1 (centres undefined)	-3	-16	-1	-122	-29	2	-30	1
CCN1[C@H]2CCN(C(=O)Nc3ccc(F)cc3)CC[C@@H]2Oc2ccccc2S1(=O)=O	7	7	2	-17	23	11	7	3
O=C(c1ccccc1-c1ccccc1)N1CCOCC(Cc2cn3ccnc3cn2)C1 (centres undefined)	2	3	-1	11	-19	8	·	-7
O=c1c2cc([N+](=O)[O-])ccc2nc(CN2CCN(c3ccccn3)CC2)n1-c1ccccc1F	25	-17	4	-44	61*	30*	22	4
CCCn1cnc2nc(CSc3ccccc3NC(=O)c3ccccc3F)cc(=O)n21	9	0	0	2	6	15	-3	-6
CC(C)NC(=O)N1C[C@H](OCc2ccccn2)[C@H]2COC[C@H]21	3	9	1	-7	3	4	2	-3
CCCNC(=O)c1cc2c(=O)n3ccccc3nc2n1Cc1ccccc1	3	3	0	17	-2	6	10	-4
COc1ccc(N(Cc2nc3ccccc3s2)S(=O)(=O)c2ccc3c(c2)OCCO3)cc1	-16	-7	-8	-2	-84	-8	-40	-7
COc1cc(C2CCN(C(=O)c3ccccc3Cl)CC2)on1	3	3	0	8	17	3	9	2
COc1ccccc1NS(=O)(=O)c1ccc2oc(Nc3ccc4c(c3)CCC4)nc2c1	0	10	6	51*	-52	-4	5	27
COc1ccc(-c2nc(-c3cc(OC)c(OC)c(OC)c3)no2)cc1	-7	0	0	-2	9	-4	5	-2
CCOC(=O)c1ccc(-c2ccc3ccccc3c2)nc1C	-2	2	0	-1	-1	-2	-10	3
C[C@H]1[C@H]2CC[C@H]3[C@@H]4CC=C5CC(N(C)C)CC[C@]5(C)[C@H]4CC[C@]23CN1C (some centres undefined)	6	4	-1	-3	9	1	-3	-2
Cc1ccc(N(CC(=O)N2CCN(Cc3ccccc3)CC2)S(=O)(=O)c2cccs2)cc1	4	2	3	-6	13	1	0	1
Cc1ccc(S(=O)(=O)N2CCCCC2)cc1C(=O)Oc1ccc(OCc2ccccc2)cc1	5	7	4	-3	20	6	5	2
Cc1ccccc1CNC(=O)c1nc(N2CCOCC2)c2ccccc2n1	4	-6	-1	-13	-2	-8	-5	-2
Cc1ccc(C(=O)N2CCC3(CC2)COCCN(c2ncccn2)C3)cc1	7	2	3	1	16	16	8	2
Cn1ccnc1C(=O)N1CCCC2(COCCN(CC3CC3)C2)C1 (centres undefined)	0	9	4	-19	14	4	0	4
CS(=O)(=O)N[C@@H]1C[C@@H]2CO[C@H](c3ccccc3)C[C@@H]2C1	10	6	6	2	21	11	7	2
Cn1cc(-c2noc(C3CCN(S(=O)(=O)c4ccc(Cl)cc4)CC3)n2)ccc1=O	-7	-3	0	-6	7	-2	11	-5
Cc1ccc2oc3c(c(=O)c2c1)C(c1ccc(OCc2ccccc2)cc1)N(c1cc(C)on1)C3=O (centres undefined)	-11	2	-1	-3	-3	-10	2	1
CCn1cc(C(=O)N2CCC(c3cc(=O)n4[nH]ccc4n3)CC2)c(C)n1	-4	1	-2	-35	0	1	-11	0
Cn1c(-c2c(N)n(CCCN3CCCC3=O)c3nc4ccccc4nc23)nc2ccccc21	-4	-9	-12	19	-44	-19	-14	-4
O=C(NCC1CC1)c1ncn2c1CN(CC1CC1)S(=O)(=O)c1ccccc1-2	11	6	1	-4	34*	13	4	0
O=C1OC2(OC(=O)C(c3ccccc3)C2c2ccccc2)c2ccccc21 (centres undefined)	10	0	2	8	11	-13	5	5
CC(C)NC(=O)Cn1c(-c2nc(-c3ccccc3)no2)cccc1=O	2	0	3	8	14	6	11	0
COc1ccc(CCNc2ncnc3oc(C)c(C)c23)cc1OC	3	0	-1	-16	-14	3	-10	-5
CN(C)c1nc(-c2ccccc2)cc(C(F)(F)F)c1C#N	3	2	0	5	7	1	1	2
Cc1noc(C)c1CSc1ncccc1C(=O)Nc1ccnn1Cc1ccccc1	4	-4	0	0	14	7	-8	-2
CC12CCN(C(=O)C3CCCC3)CCN1C(=O)N(Cc1ccccn1)C2=O (centres undefined)	-3	-2	0	-8	2	-5	-5	3
Cc1nc(Nc2ncc(C)s2)cc(C2CN(C(=O)Cc3ccccc3)CCO2)n1 (centres undefined)	26	-2	1	-15	55*	13	38*	3
COc1ccccc1N1CCN(C(=O)c2cnc(NCc3ccccc3F)nc2C)CC1	-15	0	-2	-18	-16	-19	-25	0
Cc1noc(C2CN(C(=O)NC3CCCCC3)C2)n1	18	7	2	-13	28	10	14	3
O=C1COc2ccc(S(=O)(=O)N3CCCC3C(=O)N3CCc4ccccc4C3)cc2N1 (centres undefined)	3	1	1	2	6	0	1	-1
O=C1NCC(=O)N2CCCC12 (centres undefined)	-6	0	0	0	3	-8	-4	-3
O=C(Oc1cc(O)cc2c1C[C@@H](OC(=O)c1cc(O)c(O)c(O)c1)[C@@H](c1cc(O)c(O)c(O)c1)O2)c1cc(O)c(O)c(O)c1	78*	15	11	-304	0	73*	77*	-10
Nc1nc(-c2ccc(Cl)cc2)cc(C(F)(F)F)n1	-6	4	-1	-3	-1	0	0	3
CCCCc1ccc(NC(=O)Nc2ccccc2C(=O)NCC2CC2)cc1	14	6	3	20	27	12	31*	6
C[C@H](NC(=O)N1CCn2c1nc1ccccc12)C(=O)NCc1ccc(F)cc1	3	-7	-1	-1	41*	9	34*	-4
COc1ccc(CNC(=O)Nc2cccn3ncnc23)cc1	17	2	0	17	17	9	9	1
Cc1c(C)n(CCC(=O)N2CCC3(CC2)NC(=O)c2ccccc2N3)c2ccccc12	-55	-4	-4	-14	-111	-29	-25	-2
Cn1cccc1C(=O)NC[C@H]1OC[C@@H]2CCN(Cc3ccco3)C[C@@H]21	-22	-4	-6	-119	-18	-11	-37	-7
CCc1cc(C)n2nc(C(C)(C)C)c(Br)c2n1	6	6	2	3	9	2	-2	0

# Additional structures follow.
# Keys: A = USP28 inh; B = USP7 block; C = UCHL1 inh; D = USP8 block; E = USP30 inh; F = OTUD3 inh; G = USP17 block; H = USP10 block
CC1(C)CC(=O)N(CC(=O)NCc2ccco2)c2ccccc2S1(=O)=O
  A: 4	B: 4	C: 1	D: 8	E: -4	F: 6	G: -3	H: 0
O=C(NC1CC1)C1CCCN(c2ccc3cc(S(=O)(=O)N4CCCC4)ccc3n2)C1 (centres undefined)
  A: -5	B: -4	C: -1	D: -44	E: 9	F: -4	G: -18	H: -3
CCC1OC(=O)C(C)C(=O)C(C)C(OC2OC(C)CC(N(C)C)C2O)C(C)CC(C)C(=O)/C=C/C1(C)O (centres undefined)
  A: -16	B: 0	C: -3	D: -6	E: -12	F: -25	G: -30	H: -3
CCOc1ncccc1C(=O)Nc1ccc(N2CCOCC2)cc1
  A: ·	B: 4	C: 4	D: 0	E: ·	F: 4	G: 15	H: 1
Brc1ccccc1Cc1nc(-c2ccn3cnnc3c2)no1
  A: 2	B: -20	C: -24	D: -38	E: -158	F: -31	G: -5	H: -5

# 14 entries from above, with values ahead of the structure.
USP28 inh | USP7 block | UCHL1 inh | USP8 block | USP30 inh | OTUD3 inh | USP17 block | USP10 block | compound
14 | 6 | 2 | -179 | 44* | 14 | -28 | 0 | Cc1ccc(CNC(=O)c2cnn(-c3ccc([N+](=O)[O-])cc3)c2C2CCNCC2)cc1
3 | 4 | -2 | 4 | 11 | 0 | -1 | 6 | CC(C)(C)c1ccc(C2Nc3ccccc3S(=O)(=O)N2Cc2ccccc2)cc1 (centres undefined)
-242 | -10 | -9 | -14 | i | -191 | -196 | -8 | CC(C)c1ccc(NCc2cc3cc4c(cc3[nH]c2=O)OCCO4)cc1
2 | 7 | 3 | 8 | 9 | 4 | -1 | 2 | CC(CNC(=O)CCC1=NS(=O)(=O)c2ccccc2N1)c1ccccc1 (centres undefined)
-8 | -4 | 1 | 0 | -10 | -13 | -18 | 2 | Cc1cccc(C(=O)N[C@H](C(=O)Nc2ncc(C)s2)C(C)C)c1
-3 | 0 | 0 | -20 | 1 | -4 | -5 | -1 | Cc1ccc(Cc2nc(-c3ccc(S(=O)(=O)N4CCOCC4)cc3)no2)cc1
-1 | 1 | 0 | -1 | -10 | 3 | -17 | 3 | COc1cc(/C=C/C(=O)O)cc(OC)c1O
-19 | -12 | -3 | -2 | -111 | -15 | -20 | -1 | Cc1ccc(S(=O)(=O)Cc2ccc(C(=O)N3CCN(c4cccc(C)c4)C(C)C3)o2)cc1 (centres undefined)
-183 | -4 | -8 | -22 | i | -170 | -16 | -5 | Cc1ccc(C(=O)CCC(=O)N2CCCC(c3[nH]nc4nccnc34)C2)cc1C (centres undefined)
13 | 23 | 3 | 53* | 14 | 7 | 10 | 45* | Cc1cc(OCC(=O)Nc2ccc3c(c2)NC(=O)CO3)ccc1Cl
-1 | 0 | -3 | -10 | -2 | 2 | -3 | 2 | Cc1nccc(C(=O)N2CCCC3(C/C=C/Cc4ccccc4OCC(=O)NC3)C2)n1 (centres undefined)
-6 | 0 | -3 | 0 | -1 | -6 | -7 | 2 | COc1ccc(CN2C(=O)CCC2(C)C(=O)NC2CCCC2)cc1OC (centres undefined)
3 | -1 | 3 | -95 | 11 | 7 | -6 | -1 | O=C(c1ccc2c(c1)OCO2)N1CCCCC1c1nncn1CC1CC1 (centres undefined)
2 | 3 | 0 | 0 | -13 | 2 | 13 | 0 | O=C(Nc1cccnc1)c1c(O)c2cccc3c2n(c1=O)CCC3

# Record cards, from the list above. Values in the order: USP28 inh	USP7 block	UCHL1 inh	USP8 block	USP30 inh	OTUD3 inh	USP17 block	USP10 block
# Record of O=C(c1ccc2c(c1)OCO2)N1CCCCC1c1nncn1CC1CC1 (centres undefined) → 3	-1	3	-95	11	7	-6	-1
# Record of Cc1ccc(C(=O)CCC(=O)N2CCCC(c3[nH]nc4nccnc34)C2)cc1C (centres undefined) → -183	-4	-8	-22	i	-170	-16	-5
# Record of Cc1c(C)n(CCC(=O)N2CCC3(CC2)NC(=O)c2ccccc2N3)c2ccccc12 → -55	-4	-4	-14	-111	-29	-25	-2

# Source: PubChem BioAssay (Dana-Farber Cancer Institute and Novartis Institutes for BioMedical Research (Cambridge, Mass))
